Bioassay records as filed in PubChem.
TbHK1 inh = Trypanosoma brucei hexokinase 1 inhibitors, primary screen, biochemical, G6PDH-coupled NADH absorbance, MLSCN library; hexokinase 1 [Trypanosoma brucei]; recombinant TbHK1, G6PDH-coupled NADH A340; inhibition, % at 10 µM; actives 0.11% (n = 220,000); AID 1430, 2008;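 active = inhibition of 50% or more in the single-dose primary screen; inactive = inhibition below 50%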
14-3-3 Bad PPI = inhibitors of 14-3-3 zeta/Bad binding, primary screen, biochemical, TR-FRET, bovine 14-3-3 zeta | TR-FRET 14-3-3zeta/Dy647-pBad peptide displacement, 1 h | inhibition, % at 21.7 µM | actives 0.71% (n = 220,000) | AID 781, 2007;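 active = inhibition above about 70%, limit read from the data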;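 note: 0% = full 14-3-3 plus peptide FRET controls and 100% = background without 14-3-3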
eIF4E 4G PPI = eIF4E–eIF4G protein interaction inhibitors, primary screen, biochemical, uHTS, TR-FRET, eIF4GI fragment | inhibition, % at 21.7 µM | AID 782, 2007 | Eukaryotic translation initiation factor 4E (Mus musculus) + Eukaryotic translation … | actives 0.37% (n = 220,000) | TR-FRET eIF4E-eIF4GI(517-606) binding, 2 h;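 active = inhibition above about 30%, limit read from the data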;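 note: 0% = full FRET control wells and 100% = background wells lacking eIF4GI fragment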
Hck-Nef inh = inhibitors of Nef-activated human Hck kinase, primary screen, biochemical, Z-Lyte FRET, 384-well, Hck-YEEI. AID 463187, 2010. actives 0.68% (n = 220,000). inhibition, % at 20 µM. Tyrosine-protein kinase HCK (Homo sapiens), P08631. Recombinant Hck-YEEI plus Nef, Z-Lyte FRET kinase assay;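 active = Hck-Nef kinase inhibition above about 50%, limit read from the data; inactive = inhibition below that limit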;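 note: 0% = DMSO with Hck plus Nef and 100% = Hck alone without Nef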
EP2 antag = human EP2 receptor antagonists, primary screen, TR-FRET cAMP, C6 glioma cells; Prostaglandin E2 receptor EP2 subtype (Homo sapiens), P43116; C6 glioma cells expressing human EP2; cells stimulated with saturating PGE2; inhibition, % at 25 µM; actives 0.52% (n = 260,000);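 active = percent inhibition above 40 after rounding to a whole number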;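 note: rat C6 glioma host cells with rolipram phosphodiesterase inhibitor present; the protocol text gives 20 µM as final concentration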
EP2 modulator = EP2 receptor modulators, cAMP readout, primary screen, cell-based, HTRF cAMP, PGE2 stimulation; EP2-expressing cells, cAMP HTRF FRET, PGE2 co-stimulation; Prostaglandin E2 receptor EP2 subtype (Homo sapiens), P43116; induction, % at 25 µM; actives 0.83% (n = 260,000); AID 940, 2007;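 active = compounds whose cAMP rise, as percent of the full-agonist control response, exceeds 60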;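 note: rat C6 glioma line stably carrying human EP2 under a CMV promoter; the protocol text gives 20 µM as final concentration; 100% = response of wells given 1 µM PGE2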
Rad51 HR inh = human RAD51 strand exchange inhibitors, primary screen, biochemical, fluorescence | actives 0.085% (n = 200,000) | inhibition, % at 10 µM | AID 1385, 2008 | DNA repair protein RAD51 homolog 1 (Homo sapiens), Q06609 | hRad51 DNA strand exchange, fluorescence dequenching;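 active = inhibition above 40% at the single screening dose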;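 note: 0% = DMSO control wells and 100% = blanks with heterologous ssDNA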
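Material: human Rad51–ssDNA filaments; Probe or stimulus: labelled 47-mer dsDNA for strand exchange; Doses: single 10 µM dose; Incubation: 37 °C 15-min filament assembly, 30-min compound preincubation, 15-min exchange; Technique: FRET fluorescence dequenching, excitation 485 nm, emission 520 nm; Measure: Fluorescence-based percent inhibition, control- and blank-normalised; Benchmarks: plate control and blank wells.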
m-calpain inh = inhibitors of pig calpain II, primary screen, biochemical, fluorogenic peptide substrate, 1536-well; actives 0.37% (n = 220,000); purified calpain II, 30 min; AID 1236, 2008; inhibition, % at 16 µM;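 active = inhibition above about 50%, limit read from the data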
zVAD death inh = inhibitors of zVAD-triggered necroptosis, primary screen, L929 cells | L929 zVAD necroptosis rescue, ATP luminescence, 24 h; with zVAD 60 µM | viability rescue, % at 10 µM | actives 0.38% (n = 220,000) | AID 1377, 2008;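 active = activation, scaled between plate controls, above about 75%, limit read from the data; inactive = activation under that limit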;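 note: 0% = zVAD with DMSO and 100% = DMSO alone without zVAD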
Starred values were filed as active, the others as inactive; i = inactive; . = not tested or not shown; & = joins results of further samples; [ ] = dose if it differs, or a comment. A portion of the library, so the mix of outcomes need not match the whole.

SMILES	TbHK1 inh	14-3-3 Bad PPI	eIF4E 4G PPI	Hck-Nef inh	EP2 antag	EP2 modulator	Rad51 HR inh	m-calpain inh	zVAD death inh
Cc1ccc(S(=O)(=O)/N=C(\c2ccccc2)N(C)S(=O)(=O)c2ccc(C)cc2)cc1	-2	-5	-1	2	8	30	4	5	-0.1
COc1cc(NC(=O)c2ccc(Cl)cc2)c(OC)cc1NC(=O)CN1CCCCC1	-6	1	3	-22	16&7	0&16	6	31	29
CS(=O)(=O)N1CCN(c2ccccc2NC(=O)c2cc(Br)ccc2Cl)CC1	5	-2	-1	9	1	28	.	13	-1.1
CC1(C)OC(=O)C(=CNc2cccc(C(=O)O)c2)C(=O)O1	-12	24	4	1	12	-12	-7	-19	-0.4
O=C(CN1N=C(c2ccc(Cl)cc2)CCC1=O)NCc1cccs1	28	-2	1	18	8	-70	-2	-10	0.9
CCOC(=O)N/N=C/c1ccc(OCCSc2ccc(Cl)cc2)c(OC)c1	2	-18	1	2	9	-81	6	7	2.0
CCOCc1nnc(NC(=O)c2cccc(OC)c2)s1	-8	1	-1	3	6	27	19	3	0.3
COc1cccc(NC=C2C(=O)OC(C)(C)OC2=O)c1	-31	7	2	-7	4	20	-2	-4	0.2
FC(F)(F)c1nc(Sc2ncccc2C(F)(F)F)n[nH]1	3	-8	1	12	11	-27	12	7	0.0
c1ccc2c(c1)CCCC2C1=NCCN1 (stereo not given)	-5	1	2	-3	10&11&17	19&-9&18	0	10	-0.9
CCc1ccc2c(c1)c(N=NC1=NC(=O)CS1)c(O)n2C	-8	-12	-2[fluorescence artefact?]	0	.	16	.	44	0.4
NC(=O)c1cccn(Cc2ccc(C(F)(F)F)cc2)c1=O	-6	14	3	17	4	-31	18	-31	-0.5
C=CCn1c(SCC(=O)Nc2ccccc2OC)nnc1-c1ccccn1	3	79*	-5	1	3	3	3	20	0.1
O=C(CSc1ncn[nH]1)Nc1cccc2ccccc12	1	15	7	0	24	2	-3	27	-0.3
O=C(NCCc1cccs1)c1ccc(Cl)cc1	-4	0	-1	17	8	-5	7	-4	0.2
S=c1[nH]nc(Cc2noc3ccccc23)n1-c1ccccc1	-3	-9	0	2	5	34	.	0	-0.3
CC(C)CN1C(=O)c2ccc(NC(=O)c3ccccc3F)cc2C1=O	-1	-1[fluorescence artefact?]	1[fluorescence artefact?]	3	2	-3	-6	-64	-0.2
S=C(Nc1cccc(Cl)c1)N1CCOCC1	-2	-1[fluorescence artefact?]	0[fluorescence artefact?]	-1	5	-2	-6	-29	-0.1
Cc1ccc(SCC(=O)OCn2nnc3ccccc3c2=O)cc1C	16	10	3	-1	10	8	.	24	0.5
CCn1c(-c2cc(Br)ccc2O)n[nH]c1=S	1	.	.	-1	29	.	2	.	-0.3
CCOC(=O)/C(C#N)=N\Nc1cc(Cl)ccc1OC	-3	-2	-2	1	5	22	-54	-25	-0.3
C1=C(CCNCC2CC2)CCCC1	-5	-6	-2	0	4	25	-6	2	1.4
COc1ccc(S(=O)(=O)NC(N)=NCCc2ccccc2OC)cc1	-4	0	0	15	0	-22	.	-12	0.0
c1ccc(OCCCc2nc(-c3ccncc3)no2)cc1	0	1	0	1	11	0	7	-2	0.7
N#CCc1nc2ccccc2c(=O)[nH]1	1	-1	5	0	6	-29	.	23	-0.5

A second format for some results above.
Values run as follows: TbHK1 inh | 14-3-3 Bad PPI | eIF4E 4G PPI | Hck-Nef inh | EP2 antag | EP2 modulator | Rad51 HR inh | m-calpain inh | zVAD death inh
> CCn1c(-c2cc(Br)ccc2O)n[nH]c1=S
→ 1 | . | . | -1 | 29 | . | 2 | . | -0.3
> CS(=O)(=O)N1CCN(c2ccccc2NC(=O)c2cc(Br)ccc2Cl)CC1
→ 5 | -2 | -1 | 9 | 1 | 28 | . | 13 | -1.1
> CCOCc1nnc(NC(=O)c2cccc(OC)c2)s1
→ -8 | 1 | -1 | 3 | 6 | 27 | 19 | 3 | 0.3
> CCOC(=O)/C(C#N)=N\Nc1cc(Cl)ccc1OC
→ -3 | -2 | -2 | 1 | 5 | 22 | -54 | -25 | -0.3

Other records.
SMILES	TbHK1 inh	14-3-3 Bad PPI	eIF4E 4G PPI	Hck-Nef inh	EP2 antag	EP2 modulator	Rad51 HR inh	m-calpain inh	zVAD death inh
N#Cc1ccc(OCC(=O)N/N=C(\CCC(=O)O)c2cccs2)cc1	-6	-5	3	24	2	23	4	-1	2.1
CN1CCN(c2ccc(Cl)cc2NC(=O)c2ccc(S(=O)(=O)N3CCCCCC3)cc2)CC1	-3	25[fluorescence artefact?]	-10[fluorescence artefact?]	10	13	-45	-1	-123	-0.1
O=C(O)/C=C\C(=O)Nc1ccc(N2CCN(c3ccc(Cl)c(Cl)c3)CC2)cc1	0	12	8	18	6	-13	-5	-17	0.3
Cc1ccc(C)c(NC(=O)COC(=O)c2cccc3c2C(=O)c2ccccc2C3=O)c1	34	20[fluorescence artefact?]	3	1	7	27	.	30	2.6
O=C(CSc1nnc(Cc2ccccc2)o1)NC1CC2CCC1C2 (stereo not given)	8	1[fluorescence artefact?]	-9[fluorescence artefact?]	15	8	-12	1	16	-0.6
OCCN1CCN(CCOc2ccccc2-c2ccccc2)CC1	2	14	9	-1	3	-17	0	1	-0.1
Cc1ccc(C(=O)N/C(=C/c2ccccc2)C(=O)NCC2CCCO2)cc1 (stereo not given)	7	-1	2	4	5	5	.	8	-0.1
CCOC(=O)C1=NNC2(CC(=O)N(c3cc(C)cc(C)c3)C2=O)C1 (stereo not given)	-4	-5	-1	16	6	3	9	-23	0.1
O=C(Cn1nnc(-c2ccccc2NC(=O)c2ccco2)n1)NC1CCCCC1	23	9	-47	7	7	-7	3	-30	3.0
Cc1ccc(/C=C/c2ccc(=O)n(Cc3ccc(Cl)cc3Cl)n2)cc1	-8	12	-3	7	.	-7	.	-46	1.1
C=CCNC(=O)c1ccccc1NC(=O)C1COc2ccccc2O1 (stereo not given)	-7	-11	-3	26	8&8	13&14	3	-32	2.4
CCCn1c(Cc2ccccc2)nnc1SCC(=O)N1CCOCC1	-7	-9	-3	1	7	10	0	14	-0.1
CCCC12CN3CC(C)(CN(C1)C31CCCCC1)C2=O	-9	-11	-2	7	15	13	-1	15	0.3
O=C(Nc1ccccc1)c1cccc(Cn2cc(C(F)(F)F)ccc2=O)c1	1	-10	3	-8	9	-28	-10	13	0.0
O=C(Oc1ccccc1)c1cccc(N2C(=O)CCC2=O)c1	0	-5	3	-1	11	-6	0	26	1.6
O=C(CC1C(=O)NCCN1CC1CCCCC1)NCc1ccccc1Cl (stereo not given)	-2	-12	-2	22	7	17	-1	-61	-0.8
CN(C)C(=O)c1ccc(-c2cc(C(F)(F)F)nn2C)s1	-9	-19	0	6	12	-11	-2	-4	0.5
COc1ccc(C2=NN(c3nc4ccccc4s3)C(=O)C2)cc1	-15	-19	-1	24	7	-29	-4	-44	5.0
CC1CCCC(NC(=O)C2CCN(S(=O)(=O)N3CCOCC3)CC2)C1C (stereo not given)	22	-4	1[fluorescence artefact?]	2	8	-3	3	2	-0.3
COc1ccc(C(=O)Nc2cccc([N+](=O)[O-])c2)cc1Br	2	.	.	1	9	.	5	.	0.0
O=C(NCCCN1CCOCC1)c1cc2c(s1)CSC2	1	-3	2	0	8	9	-2	-14	3.8
COc1ccc2c(CSc3nc4nc(C)cc(C)n4n3)cc(=O)oc2c1	-12	-2	-6	4	11	-22	-4	-22	0.0
COc1ccc(C(=O)NCC23C=CC(O2)C2C(=O)N(Cc4ccccc4)C(=O)C23)cc1 (stereo not given)	-1	-9	-2[fluorescence artefact?]	1	4	-77	-8	-18	0.2
COc1ccc(/C=N/Nc2nc(Nc3ccccc3)nc(N3CCCCC3)n2)cc1OC	-20	-6	10	-1	26	-15	9	-109	3.0
CCOC(=O)NC1(C(F)(F)F)NC(=O)N(Cc2ccco2)C1=O (stereo not given)	6	.	.	2	11	5	3	5	-0.2
(more compounds)
SMILES	TbHK1 inh	14-3-3 Bad PPI	eIF4E 4G PPI	Hck-Nef inh	EP2 antag	EP2 modulator	Rad51 HR inh	m-calpain inh	zVAD death inh
O=C(Cc1ccccc1)Nc1cccc([N+](=O)[O-])c1	-1	5	4	28	5	-22	9	7	2.5
CCn1c(SCC(=O)C(C)(C)C)nnc1-c1cnccn1	4	5	6	-5	7	0	1	-10	0.2
CCOc1ccc(NC(=O)CCSc2ccc3ccccc3n2)cc1	18	-26	20	3	14	-42	.	22	0.8
CCN(CC)S(=O)(=O)c1cccc(NC(=O)COC(=O)c2cccs2)c1	2	-9	-1	6	6	-38	-1	-6	2.9
c1ccc2c(c1)NC1(CCCC1)n1c-2nc2ccccc21	-20	-15	1	15	9	7	2	i	3.0
COc1ccc(CNC(=O)CN(c2ccc(OC)cc2)S(=O)(=O)c2c(C)nn(C)c2C)cc1	0	-6[fluorescence artefact?]	-2	2	4	7	.	4	.
CCCc1nc2c(c(=O)c3ccccc3n2C)c(=O)n1C1CCCCCC1	-2	1[fluorescence artefact?]	5	1	18	-18	-16	-18	4.8
Cc1nc(NC2=NCN(CCCN3CCOCC3)CN2)nc2c(C)cccc12	4	-10[fluorescence artefact?]	6	2	.	4	.	-7	0.6
COc1ccc(SCCC(=O)NCc2ccncc2)cc1	-6	-1	5	7	10	10	16	10	1.4
Cc1ccc(OCc2nc(C#N)c(NCCCn3ccnc3)o2)cc1	1	-11	1	-1	13	-6	-1	11	0.3
CC(=O)COc1cc(C)cc2oc(=O)c(C)c(C)c12	-10	6	4[fluorescence artefact?]	0	9	28	3	-379	0.2
COc1ccccc1N(CC(=O)NC(C)(C)C)C(=O)C1CSC(=O)C1 (stereo not given)	11	25	0	13	2	17	-5	22	0.6
c1ccc(-n2nnc3cnccc32)cc1	9	-2	31*	0	12	2	-3	15	-1.4
CC(NC(=O)OCc1ccccc1)C(=O)N1CC(O)CC1C(=O)O (stereo not given)	7	1	3	8	7	22	-27	7	0.2
COc1ccc(NS(=O)(=O)c2cccc3nonc23)c(OC)c1	-5	-1	5	-6	8	-56	.	7	.
CCOc1ccc(C(C)=O)cc1COC(=O)c1cnc(Cl)c(Cl)c1	2	9	0	6	4	6	-2	32	-0.5
COc1cccc(C(=O)NCC2(c3ccccc3)CCCC2)c1	4	-16	0	2	5	26	.	17	0.6
Cc1ccc2nc(N(CCCN(C)C)C(=O)c3ccc(Br)s3)sc2c1	12	5	0	-39	6	-41	8	16	1.0
O=S(=O)([N-]c1nc2ccccc2nc1-[n+]1ccccc1)c1ccc(Cl)cc1	-1	-6	2[fluorescence artefact?]	-3	5	3	11	4	0.3
COCc1cc(C)n(CC(=O)NCc2ccccc2)c(=O)c1C#N	-19	5	0	13	5	2	-8	-42	0.4
CC(C)Oc1ccc(CNC(=O)CC(c2ccccc2)c2cc(Cl)ccc2O)cc1 (stereo not given)	2	-2[fluorescence artefact?]	2	0	4	-20	-4	9	0.2
